Assay outcomes: PubChem, National Center for Advancing Translational Sciences (NCATS)
FEN1 inh = inhibitors of human flap endonuclease 1; P39748; Recombinant FEN1 flap cleavage, fluorescence, 15 min; Potency, µM (top dose mostly 114 µM), inactives show at the top dose activity change, negative = inhibition, actives largely listed as inhibitors; 390,000 tested, 0.35% active; AID 588795; further: nearly all actives have a fitted effect of over 65% in size
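Quantitative HTS format: each compound was titrated, incubated with 10 nM nuclease for 15 min at room temperature, then challenged with flap substrate at 50 nM final. Signal change over 15 min gave concentration–effect curves.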
GCN5L2 inh = GCN5L2 (KAT2A) acetyltransferase inhibition; Q92830; GCN5L2 HAT assay, ThioGlo1 CoA-SH fluorescence; Potency, µM (titrated, usually from 58.9 µM), inactives show top-dose activity change, negative = inhibition, usual class: inhibitors; 390,000 tested, 0.21% active
Target sequence (Q92830 whole entry, looked up): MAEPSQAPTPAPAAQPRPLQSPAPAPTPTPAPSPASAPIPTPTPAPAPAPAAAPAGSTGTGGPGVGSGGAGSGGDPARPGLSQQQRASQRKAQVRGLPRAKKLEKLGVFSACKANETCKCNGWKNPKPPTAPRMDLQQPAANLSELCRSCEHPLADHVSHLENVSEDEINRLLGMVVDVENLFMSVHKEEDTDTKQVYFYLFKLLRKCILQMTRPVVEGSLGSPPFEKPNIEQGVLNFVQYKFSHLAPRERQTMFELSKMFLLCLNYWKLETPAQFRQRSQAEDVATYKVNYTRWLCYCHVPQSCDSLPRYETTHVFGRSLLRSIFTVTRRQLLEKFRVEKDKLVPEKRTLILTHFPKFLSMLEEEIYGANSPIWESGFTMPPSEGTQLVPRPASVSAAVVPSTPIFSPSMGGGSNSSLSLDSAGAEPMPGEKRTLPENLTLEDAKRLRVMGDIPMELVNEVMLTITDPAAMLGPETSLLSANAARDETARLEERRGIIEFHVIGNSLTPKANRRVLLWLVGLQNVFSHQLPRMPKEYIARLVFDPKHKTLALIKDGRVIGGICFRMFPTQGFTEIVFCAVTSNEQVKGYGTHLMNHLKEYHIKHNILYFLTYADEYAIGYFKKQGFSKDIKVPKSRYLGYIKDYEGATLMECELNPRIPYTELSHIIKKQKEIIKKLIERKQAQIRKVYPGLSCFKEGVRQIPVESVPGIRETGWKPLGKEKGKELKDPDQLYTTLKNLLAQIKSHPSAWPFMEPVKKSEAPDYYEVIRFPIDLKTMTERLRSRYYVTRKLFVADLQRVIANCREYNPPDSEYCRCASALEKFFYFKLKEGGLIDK
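Fluorescence readout, Ex340nm/Em540nm: ThioGlo1 (50uM final) reacts with free CoA thiol released as 20nM GCN5L2 acetylates H3(1-25) peptide (75uM) using acetyl-CoA (70uM). Compound and enzyme sat 15 min beforehand; 20 min room-temperature reaction.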
N370S GC = inhibitors or activators of N370S glucocerebrosidase for Gaucher disease; P04062; N370S GC spleen homogenate, 4MU-glucoside fluorescence; Potency, µM (doses to about 59.4 µM), for the others: at the highest dose activity change, negative = inhibition, actives largely listed as inhibitors; 330,000 tested, 0.092% active; AID 2101;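 further: 0% = full enzyme activity and -100% = no enzyme basal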
* = called active by the depositor; ? = inconclusive; . = not tested or not shown; & = joins results of further samples; [ ] = dose if it differs, or a comment. The call rests on the fitted dose curve; in most records, active means well fitted curve in the direction sought with a large enough effect; inconclusive means small, poorly fitted or top-dose-only effect, or another doubt; inactive means no such curve, though single readings can be large; an effect the other way counts as inactive or inconclusive. Unless noted, on the % scale 0 is the no-effect control and ±100 the full control effect; potency means the concentration at half of the fitted maximal effect. The list is partial; count on the stated rates, not on these rows.

SMILES	FEN1 inh	GCN5L2 inh	N370S GC
CC(C)C(NS(=O)(=O)c1ccc2c(c1)Cc1cc(S(=O)(=O)NC(C(=O)O)C(C)C)ccc1-2)C(=O)O (stereo not given)	-2%	14%	0%
Cc1ccc(S(=O)(=O)N2[C@@H](c3cccc(C)c3)C(C(=O)O)=C[C@H]2C(C)(C)C)cc1	-10%	-3%	.
COCCn1c(SCC(=O)Nc2ccccc2F)nc2c([nH]c3ccccc32)c1=O	4%	-3%	?
CS(=O)(=O)N1CCC(n2c(C(F)(F)F)nc3cccnc32)CC1	21%	-15%	.
Oc1ccc(C[C@H]2CNCCN2CCC23CC4CC(CC(C4)C2)C3)cc1	-7%	-6%	?
O=C(NCc1ccccc1)c1c2c(nc3ccccc13)C(=O)N(C1CCCCC1)C2	8%	-2%	.
COCc1ccc(-c2c(-c3ccsc3)sc3ccccc23)cc1	9%	-8%	.
CC1CCCCC1NC(=O)CCCN1C(=O)c2ccccc2C1=O (stereo not given)	0%	0%	.
O=C(N/N=C/c1c(F)cccc1Cl)c1ccc(Cn2cc(Br)cn2)o1	-13%	-11%	8%
CCOCCCNCc1cc(Br)ccc1OCc1ccccc1	-3%	1%	-12%
CCN(CC(=O)Nc1ccc2c(c1)OCCO2)S(=O)(=O)c1ccc(F)cc1	-13%	3%	1%
O=C(Cn1cc(C(=O)C2CCCCC2)c2ccccc21)NCC1CCCO1 (stereo not given)	-6%	-6%	11%
CC1CC(=O)C2=C(C1)Nc1ncnn1C2c1ccccc1 (stereo not given)	-3%	-5%	8%
CS(=O)(=O)Nc1ccccc1C(=O)NCc1ccccc1Cl	-3%	-8%	-1%
O=C(Nc1ccc(NC(=O)c2cccnc2Cl)cc1)c1cccc(Cl)c1	4%	3%	-11%
O=C(c1cccc(F)c1)N1CCN(c2ccc([N+](=O)[O-])c3cccnc23)CC1	3%	-9%	-3%
Cc1cc(C(=O)Nc2c(F)cc(F)cc2Br)c(C)o1	4%	0%	3%
NC(=S)N/N=C/c1ccccc1OCc1cccc(Cl)c1	-24%	-18%	16%
Cc1ccc(NC(=S)N(Cc2cccs2)Cc2cc3cccc(C)c3[nH]c2=O)cc1	3%	?	3%
Cc1c2cnn(CC(=O)NCCCN3CCCCC3C)c(=O)c2c(C)n1Cc1ccccc1 (stereo not given)	14%	-7%	1%
CN(CC(=O)NCc1cccs1)CC(=O)Nc1ccc(F)c(F)c1F	8%	3%	-3%
CCOC(=O)c1[nH]c(C)c(C(=O)NC(CC)Cc2ccccc2)c1C (stereo not given)	-11%	-4%	.
CC1CCCN(S(=O)(=O)c2cc3c4c(c2)CC(=O)N4CCC3)C1 (stereo not given)	1%	-13%	.
Cc1ccc(S(=O)(=O)N(C)CCCC(=O)Nc2ccncc2)cc1	-12%	-2%	-1%
O=C(c1cc(COc2c(F)cccc2F)on1)N1CCN(C2CCCCC2)C(=O)C1	-4%	1%	1%
Further results:
SMILES	FEN1 inh	GCN5L2 inh	N370S GC
CN(CC(=O)Nc1ccccc1Br)C(=O)CNC(=O)c1cccs1	2%	-6%	.
Cc1ccc(NC(=O)c2cnn3c2NC(c2ccccc2)=CC3c2ccccc2)cc1 (stereo not given)	-2%	?	.
Cc1ccc(OCC(=O)Nc2c(C(=O)c3ccc(Cl)cc3)oc3ccccc23)cc1C	15%	-5%	.
CCc1noc(C)c1C(=O)Nc1nc(-c2cccs2)cs1	-5%	-1%	-1%
O=S1(=O)N=C(N/N=C/c2ccco2)c2ccccc21	11%	-19%	6%
CC(C)c1ccc(NC(c2nnc(-c3ccccc3)o2)c2ccc(F)cc2Cl)cc1 (stereo not given)	-20%	-19%	.
NS(=O)(=O)c1cccc(NC(=S)NC(=O)c2cccc([N+](=O)[O-])c2)c1	-4%	0%	3%
CN(CCCNC(=O)Cn1ncc2c([nH]c3ccccc32)c1=O)Cc1ccccc1	-12%	-8%	.
O=C(O)c1cn(-c2ccc(F)c(F)c2)c2c(F)c(F)c(F)c(F)c2c1=O	-1%	-13%	7%
CC(C)Cn1c(N)c(C(=O)COC(=O)c2ccc(F)cc2)c(=O)n(C)c1=O	-9%	-4%	2%
COc1cccc(-c2nc(-c3ccc(Br)o3)no2)c1	5%&-9%	?	15%
CNC(=O)CSc1nc2ccccc2c(=O)n1-c1cc(OC)ccc1OC	19%	-12%	6%
O=C(Nc1cccc(OCc2cc(=O)n3c4c(sc3n2)CCCC4)c1)c1ccc(F)cc1	6%	0%	.
COc1cc(OC)c(OC)cc1/C=N/NC(=O)c1ccc(=O)n(C)c1	?	-6%	-2%
COC(=O)C1=C(C)NC(=O)CC1c1ccc(C(=O)OC)cc1 (stereo not given)	7%	-3%	-9%
COc1ccc(-c2nc(CN3CCN(Cc4cccc(Cl)c4)CC3)c(C)o2)cc1	15%	-26%	-19%
COc1ccc(Cl)cc1NC(=O)CSc1nc2c(oc3ccccc32)c(=O)n1Cc1ccco1	-3%	-2%	.
Cc1ccc(-c2ccc(/C=N/NC(=O)CN3CCOCC3)o2)cc1[N+](=O)[O-]	-12%	-17%	-18%
O=C(CNc1ccc(Br)cc1)Nc1cccc(S(=O)(=O)N2CCCC2)c1	-5%	-10%	.
COCc1cc(=O)[nH]c(/N=C(\N)Nc2ccc(Oc3ccccc3)cc2)n1	-16%	-23%	11%
O=S(=O)(c1ccccc1)c1nnn2c1nc(NC1CCN(Cc3ccccc3)CC1)c1ccccc12	13%	-3%	-7%
O=C(NNS(=O)(=O)c1cc(Cl)cc(Cl)c1)c1sccc1-n1cccc1	-2%	-13%	13%
COc1ccc(N=Nc2ccc(O)c3ncccc23)cc1	-18%	-22%	12%
O=C1C2C3c4ccccc4C(c4ccccc43)C2C(=O)N1Cc1ccco1 (stereo not given)	-4%	-2%	-4%
O=C(CNC(=O)c1ccc(-c2ccccc2)cc1)Nc1cccc(CO)c1	4%	-3%	.

Exported in markdown: 4 of the compounds above
| Compound | FEN1 inh | GCN5L2 inh | N370S GC |
| --- | --- | --- | --- |
| COc1ccc(-c2nc(CN3CCN(Cc4cccc(Cl)c4)CC3)c(C)o2)cc1 | 15% | -26% | -19% |
| COc1ccc(Cl)cc1NC(=O)CSc1nc2c(oc3ccccc32)c(=O)n1Cc1ccco1 | -3% | -2% | . |
| Cc1ccc(-c2ccc(/C=N/NC(=O)CN3CCOCC3)o2)cc1[N+](=O)[O-] | -12% | -17% | -18% |
| O=C(CNc1ccc(Br)cc1)Nc1cccc(S(=O)(=O)N2CCCC2)c1 | -5% | -10% | . |

Continuation:
SMILES	FEN1 inh	GCN5L2 inh	N370S GC
Clc1ccc(-c2noc(-c3cccnc3N3CCN(c4ccccc4)CC3)n2)cc1	-6%	0%	.
Cc1cccc(Cn2nnc3c(=O)[nH]c(C4CCCN(C(=O)c5ccccc5Cl)C4)nc32)c1 (stereo not given)	-15%	0%	.
Cc1noc(C)c1COc1ccc(C(=O)OCC(=O)Nc2c(C)n(C)n(-c3ccccc3)c2=O)cc1	-17%	-5%	1%
O=C(NCc1ccncc1)C(=O)NCc1ccco1	21%	-12%	10%
CCN1CCCC1CNC(=O)c1cc(S(=O)(=O)N(C)C)ccc1Cl (stereo not given)	11%	-1%	2%
CCCCCCCC[n+]1cccc(C(=O)N2c3c(nc(N)[nH]c3=O)NC(C)C2C)c1 (stereo not given)	9%	-16%	-2%
CCOC(=O)CC(=O)CSc1ncnc2c1nnn2-c1ccc(F)cc1	3%	-22%	-4%
COc1ccc(CC2(C)OC(c3ccc(C)c([N+](=O)[O-])c3)=NN2C(C)=O)cc1 (stereo not given)	3%	-5%	8%
CCCCn1c(N)c(N(CC(C)C)C(=O)c2ccc(-c3ccc([N+](=O)[O-])cc3)o2)c(=O)[nH]c1=O	-3%	-3%	5%
CCOC(=O)c1ccccc1N1C(=O)C2Sc3[nH]c(=O)sc3C(/C=C/c3ccccc3)C2C1=O (stereo not given)	-3%	-16%	15%
O=C(O)C1CCCN(C(=O)c2cccc3ccccc23)C1 (stereo not given)	2%	-1%	-13%
O=C(c1ccc2c(c1)OCCO2)N(Cc1cccnc1)c1nc2c(F)cc(F)cc2s1	-13%	-15%	.
Cc1c(Cl)cnc(NC(=O)COC(=O)CNC(=O)c2ccccc2)c1Cl	-22%	-13%	.
CCc1ccccc1NC(=O)C1CCCN(c2ncnc3onc(-c4ccc(F)cc4)c23)C1 (stereo not given)	3%	-19%	2%
CCCCN(C)CCNC(=O)Cn1ncc2c3ccccc3n(CCC)c2c1=O	12%	-6%	.
COc1ccc(CNC(=O)CN2C(=O)CCCc3ccccc32)cc1	21%	-12%	.
CC1CC1C(=O)OCC(=O)Nc1cccc([N+](=O)[O-])c1 (stereo not given)	3%	2%	2%
CCOC(=O)C1CCN(C(=O)C2CCN(S(=O)(=O)c3ccc4c(c3)CC(C)N4C(C)=O)CC2)CC1 (stereo not given)	14%	-4%	1%
COc1ccc(CCNC(=O)Cc2cc(OC)c(OC)cc2Br)cc1OC	14%	-1%	-2%
CCN(CC)c1ccc(NC(=O)CN2C(=O)NC3(CCc4ccccc43)C2=O)cc1 (stereo not given)	-10%	1%	.
Cc1ccc(NC(=O)NC2CCCCC2)cc1S(=O)(=O)N1CCOCC1	4%	-4%	?
Cc1cccc(C(=O)Nc2c3c(nn2-c2ccc(Cl)cc2)CS(=O)(=O)C3)c1	1%	-7%	.
COc1ccc(NC(=O)CC2C(=O)N(c3ccc(OC)cc3)C(=O)N2C2CCCCC2)cc1 (stereo not given)	-1%	3%	.
S=C(Nc1ccc(Oc2ccccc2)cc1)NC1CCCCC1	-12%	-4%	?
Cc1nn(-c2ccccc2)c(C)c1NC(=O)c1cccs1	-3%	1%	-3%

A stretch of the results above, for reference:
SMILES	FEN1 inh	GCN5L2 inh	N370S GC
Clc1ccc(-c2noc(-c3cccnc3N3CCN(c4ccccc4)CC3)n2)cc1	-6%	0%	.
Cc1cccc(Cn2nnc3c(=O)[nH]c(C4CCCN(C(=O)c5ccccc5Cl)C4)nc32)c1 (stereo not given)	-15%	0%	.
Cc1noc(C)c1COc1ccc(C(=O)OCC(=O)Nc2c(C)n(C)n(-c3ccccc3)c2=O)cc1	-17%	-5%	1%
O=C(NCc1ccncc1)C(=O)NCc1ccco1	21%	-12%	10%
CCN1CCCC1CNC(=O)c1cc(S(=O)(=O)N(C)C)ccc1Cl (stereo not given)	11%	-1%	2%
CCCCCCCC[n+]1cccc(C(=O)N2c3c(nc(N)[nH]c3=O)NC(C)C2C)c1 (stereo not given)	9%	-16%	-2%

More results.
SMILES	FEN1 inh	GCN5L2 inh	N370S GC
Cc1cc(Nc2ccc(F)c(F)c2)nc(-c2ccccc2O)n1	-13%	-15%	-1%
FC(F)(F)c1nnc2n1N=C(c1ccccc1)CS2	12%	5%	-11%
Cc1ccc(NC(=O)C2=COCCO2)cc1S(=O)(=O)N1CCOCC1	2%	-1%	.
CCOc1ccccc1NC(=O)COc1cccnc1[N+](=O)[O-]	2%	-7%	.
Cc1ccc2nc(N(Cc3cccnc3)C(=O)C3COc4ccccc4O3)sc2c1 (stereo not given)	-4%	1%	.
CC1=C(C(=O)N2CCOCC2)C(c2ccc(Cl)cc2)NC(=S)N1 (stereo not given)	20%	-4%	4%
CCCN1CCN(c2ncc3c(n2)CCN(Cc2ccc(OC)c(OC)c2OC)C3)CC1	1%	1%	.
CCCCC1=CC2=C(c3ccco3)C(=O)C(C)(OC(=O)c3ccc(OC)cc3)C(=O)C2=CN1c1ccccc1 (stereo not given)	-5%	-20%	-5%[12.8 µM]
COCCCn1c(C)nnc1SCC(=O)NCc1ccco1	-3%	1%	-3%
COc1ccccc1NS(=O)(=O)c1cn(C)c(C)n1	11%	8%	.
Cc1ccccc1CSCC(=O)Nc1ccccc1-c1ccccc1	12%	-13%	21%
Cn1c(-c2ccc(F)c(F)c2)cc2onc(-c3ccccc3)c2c1=O	-9%	-2%	5%
O=C(c1nnsc1S(=O)(=O)c1ccc(Cl)cc1)N1CCOCC1	-1%	-6%	8%
CC1=C(C#N)C(=O)NC(=O)/C1=C\c1ccc(-c2ccc(C)cc2[N+](=O)[O-])o1	-6%	?	-7%
COc1ccc(Cl)cc1S(=O)(=O)N(C)CC(=O)N1CCOCC1	12%	-3%	-4%
CCn1c(-c2cc(Br)cc(OC)c2O)nc2cc(S(=O)(=O)N(C)C)ccc21	2%	-2%	1%
Cc1sc2nc(SCC(=O)Nc3ccccc3F)[nH]c(=O)c2c1C	-12%	-4%	-9%
CN1CCN(CC(=O)Nc2nc(-c3c[nH]c4ccccc34)cs2)CC1	-2%	-5%	-22%
CC(=O)c1cccc(NC(=O)NCc2ccco2)c1	-9%	-7%	4%
O=C(OCc1nnc(-c2ccccc2)o1)c1ccc(Br)o1	-15%	-6%	-4%
COc1cccc(Cn2c(=O)ccc3ccccc32)c1	-4%	-7%	8%
Cn1ncc([N+](=O)[O-])c1C(=O)Nc1cccc(Cl)c1	-6%	-2%	-14%
O=C(Nc1ccccn1)C1CCCN1S(=O)(=O)c1ccc(Cl)cc1 (stereo not given)	3%	-2%	6%
CN(C(=O)CSc1nc2ccc(NC(=O)c3cccc(F)c3)cc2s1)c1ccccc1	-11%	-12%	.
O=C(Nc1ncccc1O)c1cccc(S(=O)(=O)NCc2ccccc2)c1	-1%	0%	-4%
COc1ccccc1-c1noc(-c2cc(OC)c(OC)c(OC)c2)n1	3%	-1%	-7%
